# Screening results (PubChem BioAssay)
# Fh CTSL1 inh – Fasciola hepatica cathepsin L1 inhibitors, primary screen, counter-screen for PFM18AAP inhibitor project, biochemical, QFRET, fluorogenic peptide substrate; recombinant F. hepatica cathepsin L1, Z-Leu-Arg-MCA fluorescence; inhibition, % at 5.96 µM; 300,000 tested, 0.49% active; AID 1906, 2009;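 active = inhibition above the mean of all tested compounds plus 3 SD, set per screening campaign, cut at about 17% in these data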;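 note: 0% = plate median of test compound wells and 100% = 1 µM Z-Phe-Ala-diazomethylketone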
# GRK2 aptamer HTS – compounds blocking aptamer binding on GRK2 – biochemical, human GRK2, bead flow cytometry, HTS, primary screen; Beta-adrenergic receptor kinase 1 (Homo sapiens), P25098; FAM-aptamer displacement from GRK2; inhibition of aptamer binding, % at 10 µM; 330,000 tested, 0.59% active;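 active = inhibition of aptamer binding above 40%, roughly 3 SD of noise, on plates passing a quality check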;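 note: median bead fluorescence of bound FAM aptamer so fluorescent compounds give negative values; no value below 0 was filed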
# VLA-4 inh – inhibition in human VLA-4 binding assay, primary screen, VLA-4 allosteric modulator project, MLPCN library, flow cytometry, VLA-4 expressing cells. AID 2557, 2010. inhibition, % (about 7 µM as worked out from the volumes in the protocol). ligand binding flow cytometry. Integrin alpha-4 (Homo sapiens), P13612. 330,000 tested, 0.2% active; in the data active = inhibition above about 50%
# procasp7 counter – procaspase-7 activators, primary screen, counter-screen for procaspase-3 activator project, biochemical, absorbance, HTS, human; activation, % at 8.5 µM; 330,000 tested, 0.093% active; AID 463210, 2010; recombinant procaspase-7, Ac-DEVD-pNA absorbance 405 nm; D23A/D198A/D206A triple mutant, cannot self-cleave; scale: DMSO 0, 5 µM enzyme 100; Caspase-7 (Homo sapiens), P55210;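 active = percent activation above the screen-wide mean plus 3 SD, cut at about 25% in these data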
#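 Assay system: Uncleavable procaspase-7 mutant enzyme / Input: 2 µM procaspase-7 mutant as dispensed / Dosing: single nominal 8.5 µM compound dose, 0.8% DMSO final / Timing: 1 h enzyme–compound preincubation and 2 h substrate reaction, both 25 °C / Detection: p-Nitroaniline absorbance at 405 nm, read at 0 and 120 min / Replication: singlicate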
# core dimer inh – inhibitors of HCV core protein dimerization, primary screen, biochemical, TR-FRET, high-throughput. 300,000 tested, 0.33% active. TR-FRET GST/Flag-core106 dimerization, 1536-well. inhibition, % at 5 µM. AID 1899, 2009;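 active = inhibition above the mean of all tested compounds plus 3 SD, set per screening campaign, cut at about 45% in these data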
#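 Assay system: GST-tagged and Flag-tagged HCV core protein residues 1-106 / Times: compound-protein-antibody incubation 4 h at 22.5 °C / Signal: time-resolved FRET, ex 340 nm, em 617 and 671 nm / Evaluation: % inhibition based on acceptor/donor emission ratio / Benchmarks: wells lacking GST-core106 and wells with excess unlabelled core106 / Repeats: singlicate, one well per compound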
# procasp3 activ – activators of human procaspase-3 D3A mutant, primary screen, biochemical, absorbance, PC-3 D3A mutant, single concentration; recombinant procaspase-3 D3A, Ac-DEVD-pNA absorbance 405 nm; activation, % at 8.5 µM; 330,000 tested, 0.11% active; AID 463141, 2010;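 active = activation above the mean of all tested compounds plus 3 SD, cut at about 21% in these data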;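 note: 0% = DMSO alone and 100% = DMSO wells spiked with extra 5 µM PC-3 D3A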
#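 Assay system: Autoprocessing-dead procaspase-3 D3A mutant enzyme; also added: Ac-DEVD-pNA; doses: one concentration, 8.5 µM nominal, 0.8% DMSO; times: 1 h compound preincubation, 2 h substrate hydrolysis at 25 °C; technique: 405 nm absorbance of p-nitroaniline, reads at 0 and 120 min; measure: % activation between DMSO and enzyme-spiked controls; repeats: single replicate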
# GASC-1 inh – inhibitors of GASC-1 histone demethylase, primary screen, biochemical, fluorescence, DELFIA europium; GST-JMJD2C(1-420) H3K9me3 demethylation; inhibition, % at 2.35 µM; Lysine-specific demethylase 4C (Homo sapiens), Q9H3R0; 330,000 tested, 0.069% active;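 active = more than half of a compound's replicate wells show inhibition beyond 50%, single wells judged on their own value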;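 note: signal counts dimethyl H3K9 product captured on neutravidin plate; 0% = median of DMSO wells and 100% = 0.3 times that DMSO median; strong numbers were not always called active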
# Target sequence (Q9H3R0 1-420 limits assumed): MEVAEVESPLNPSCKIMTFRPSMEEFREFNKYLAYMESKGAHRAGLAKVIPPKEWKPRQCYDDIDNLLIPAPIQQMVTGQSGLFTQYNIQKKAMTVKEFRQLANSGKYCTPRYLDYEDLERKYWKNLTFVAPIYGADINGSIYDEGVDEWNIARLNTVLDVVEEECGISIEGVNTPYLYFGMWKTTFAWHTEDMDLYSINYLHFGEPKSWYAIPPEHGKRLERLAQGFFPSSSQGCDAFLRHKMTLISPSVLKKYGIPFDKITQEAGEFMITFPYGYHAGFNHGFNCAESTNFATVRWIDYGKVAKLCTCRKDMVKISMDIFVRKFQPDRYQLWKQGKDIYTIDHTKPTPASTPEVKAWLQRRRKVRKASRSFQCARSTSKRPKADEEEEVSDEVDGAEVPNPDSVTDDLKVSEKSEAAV
# PP5 primary – PP5 phosphatase inhibitors, primary screen, biochemical, fluorescence. Serine/threonine-protein phosphatase 5 (Homo sapiens), P53041. purified PP5c, OMFP substrate fluorescence. inhibition, % at 6.7 µM. 320,000 tested, 0.18% active. AID 1987, 2009;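 active = inhibition above the campaign's mean inhibition across all tested compounds plus 3 SD, cut at about 9.5% in these data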;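 note: 0% = DMSO only and 100% = 100 µM cantharidin control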
# Target sequence (P53041 whole entry, looked up): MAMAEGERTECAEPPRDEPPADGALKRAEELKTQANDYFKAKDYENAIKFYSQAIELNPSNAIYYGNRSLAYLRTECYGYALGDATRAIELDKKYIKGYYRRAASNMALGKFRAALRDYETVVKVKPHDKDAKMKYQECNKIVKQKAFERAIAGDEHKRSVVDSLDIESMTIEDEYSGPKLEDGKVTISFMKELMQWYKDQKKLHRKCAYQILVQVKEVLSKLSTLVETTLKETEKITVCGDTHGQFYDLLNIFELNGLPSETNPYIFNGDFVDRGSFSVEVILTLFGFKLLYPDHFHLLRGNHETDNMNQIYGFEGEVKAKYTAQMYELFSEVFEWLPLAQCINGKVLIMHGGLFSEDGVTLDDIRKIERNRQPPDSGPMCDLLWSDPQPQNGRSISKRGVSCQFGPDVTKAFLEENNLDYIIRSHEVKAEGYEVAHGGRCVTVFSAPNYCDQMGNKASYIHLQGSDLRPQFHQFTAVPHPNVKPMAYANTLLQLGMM
# PP1 counter – PP1-alpha phosphatase inhibitors, primary screen, counter-screen for PP5 inhibitor project, biochemical, fluorescence, OMFP substrate, single point; purified PP1alpha; AID 2235, 2010; inhibition, % at 6.7 µM; 320,000 tested, 0.9% active; Serine/threonine-protein phosphatase PP1-alpha catalytic subunit (Homo sapiens), P62136;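 active = inhibition above the mean inhibition of all tested compounds plus 3 SD, computed separately for each screening campaign, cut at about 15% in these data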
# Numbers without * were called inactive; / = no result given; & = joins results of further samples.
# A first look, two compounds:
cpd	SMILES	Fh CTSL1 inh	GRK2 aptamer HTS	VLA-4 inh	procasp7 counter	core dimer inh	procasp3 activ	GASC-1 inh	PP5 primary	PP1 counter
1	CN1CCN(C(=O)C2=C[C@@H](c3ccc(Br)cc3)C[C@@H](OCc3ccc(CO)cc3)O2)CC1	17*	2	-17	-6	-18	1	-3	-6.6	-7
2	O=[N+]([O-])c1ccc(CN2CCN(c3ccccc3Cl)CC2)o1	2	0	6	-3	7	3	1	1.1	-1

# Main list, repeating the preview:
cpd	SMILES	Fh CTSL1 inh	GRK2 aptamer HTS	VLA-4 inh	procasp7 counter	core dimer inh	procasp3 activ	GASC-1 inh	PP5 primary	PP1 counter
1	CN1CCN(C(=O)C2=C[C@@H](c3ccc(Br)cc3)C[C@@H](OCc3ccc(CO)cc3)O2)CC1	17*	2	-17	-6	-18	1	-3	-6.6	-7
2	O=[N+]([O-])c1ccc(CN2CCN(c3ccccc3Cl)CC2)o1	2	0	6	-3	7	3	1	1.1	-1
3	CC(C)N(CCc1ccncc1)C(=O)Nc1ccc(Cl)c(Cl)c1	-1	0	33	6	1	2	1	-1.4	-2
4	CC1CN(C2CCN(C(=O)c3ccccc3Cl)CC2)CC(C)O1 (stereo not given)	0	2	10	0	-7	6	3	-0.2	1
5	Cc1sc(NC(=O)c2c(F)cccc2F)nc1-c1ccccc1	-1	3	2	-8	-3	-6	-13	5.3	3
6	CCCN(CCc1ccccc1)C1CCc2c(O)cccc2C1 (stereo not given)	1	0	6	-1	0	-3	1	0.8	0
7	O=C(CN1C(=O)NC2(CCCCCC2)C1=O)Nc1ccc([N+](=O)[O-])cc1	/	0	-1	8	/	8	11	/	/
8	CCN(C(=O)CN1CCCCC1C)c1c(N)n(Cc2ccccc2)c(=O)[nH]c1=O (stereo not given)	/	1	-1	-7	/	10	-8	1.5	-8
9	Cc1cc(C)nc(NC(=O)c2ccc(Br)s2)n1	1	0	-1	3	-6	1	3	-0.8	0
10	O=C(/C=C/c1ccccc1[N+](=O)[O-])NCc1ccccc1Cl	4	1	-7	4	-6	1	14	0.5	-2
11	Cc1cccc(NC(=O)CSc2nc3[nH]c(=O)cc(O)c3s2)c1	/	4	11	-32	/	-22	-3	2.6	-2
12	Cc1ccc(-c2cc(N)n(-c3ccc(F)cc3)n2)cc1	-2	5	7	8	0	3	9	-2.5	-3
13	CSc1nnc(Nc2ccccc2C)s1	1	3	-4	17	-3	3	118	2.5	1
14	Cc1ccc(S(=O)(=O)NCc2cn3ccccc3n2)c(C)c1	-5	1	6	4	10	-4	2	-0.7	-7
15	CC(C)Oc1ccccc1/C=N/n1nnnc1N	3	2	18	9	-4	4	-1	0.3	-9
16	O=C(Nc1ccc(Cl)cc1)OCCn1nnnc1C(c1ccccc1)N1CCOCC1 (stereo not given)	-2	0	-1	12	-3	6	-1	2.4	2
17	O=C(Nc1ccc(Cl)cc1)c1nc[nH]c1C(=O)N1CCN(c2ccccc2)CC1	/	1	-1	10	/	0	/	/	/
18	Cc1c(C(=O)NNC(=O)c2csc(N3CCOCC3)n2)oc2ccccc12	/	0	13	3	/	-2	-3	-1.3	-1
19	C=CCn1c(-c2cccc(OC)c2)n[nH]c1=S	-2	0	8	-7	-9	-11	-3	3.1	2
20	CCn1c(SCC(=O)Nc2ccc(S(=O)(=O)Nc3ccccn3)cc2)nnc1-c1ccncc1	-1	3	19	1	-6	0	2&-1	2.3	1
21	CN(C)S(=O)(=O)c1ccc(NS(=O)(=O)/C=C/c2ccccc2)cc1	0	0	-1	-14	3	-2	5	3.2	-2
22	CCOC(=O)c1nnn(CC(=O)N2N=C(c3ccccc3)CC2c2ccccc2)c1C(=O)OCC (stereo not given)	-1	13	0	-17	25	4	6	3.1	0
23	N#Cc1c(-c2ccco2)nc(SCc2ccc(F)cc2)[nH]c1=O	2	3	-5	0	9	-9	-8	4.9	5
24	CC1(C)CC(=O)C(CC2=C(O)CC(C)(C)CC2=O)=C(O)C1	-2	0	-2	-3	-3	-4	7	0.6	-2
25	CCN(C(=O)COC(=O)CNC(=O)c1ccccc1C)C1=CCCCC1	/	0	35	4	/	5	-17	1.6	2
26	COc1ccc(C)cc1NC(=O)C(c1ccccc1)N1CCNC(=O)C1 (stereo not given)	-2	0	0	0	-1	-4	-2	-0.1	1
27	COc1ccc(OC)c(S(=O)(=O)N(C)CC(=O)Nc2ccccc2OC)c1	0	0	-1	-3	-5	-8	-4	0.4	-7
28	COc1ccc(C(CNC(=O)COc2ccccc2C#N)N2CCOCC2)cc1 (stereo not given)	-3	2	4	7	-9	-2	-4	2.2	-5
29	S=C(NCc1ccccc1Cl)NC1CCCC1	-4	0	6	8	-5	7	7	5.2	1
30	O=S(=O)(Nc1cccc2cccnc12)c1ccccc1	-2	0	13	-5	-11	-17	-32	0.1	4
31	NNC(=O)c1nn(-c2ccccc2)cc1O	5	3	1	-7	-2	4	2	0.4	6
32	CCOC(=O)c1sc2nc(CSCC(=O)OCc3ccc(C(=O)OC)o3)[nH]c(=O)c2c1C	4	2	-29	0	-6	-4	-4	2.4	-6
33	Cc1ccccc1C(=O)Nc1ccc2nc3n(c(=O)c2c1)CCC3	-3	0	16	-1	2	3	-5	0.2	1
34	CC1(C)CC(=O)C(N=Nc2ccc(Br)cc2)=C(O)C1	4	5	-3	-8	-8	1	-17	-0.9	-6
35	COc1cc(N)c(C(O)c2nccc3cc(OC)c(OC)cc23)cc1OC (stereo not given)	2	0	2	-1	-8	-1	34	3.0	14
36	COc1cc(Br)cc(C(c2c(C)n(C)n(-c3ccccc3)c2=O)c2c(C)n(C)n(-c3ccccc3)c2=O)c1O	-1	2	11	-2	4	-5	-1	-1.2	-1
37	N#Cc1c(-c2ccccc2)nc(N2CCN(Cc3ccccc3)CC2)[nH]c1=O	10	0	-1	-6	-13	-3	3	-6.7	-7
38	Cc1ccc(N(CCC#N)C(=O)CSc2ccc3c(c2)OCCO3)cc1	-3	1	4	-12	-1	-1	6	1.5	1
39	CCC(C)NC(=O)CNC(=S)N(Cc1ccccc1)Cc1cccnc1 (stereo not given)	-3	2	-2	6	-1	3	-6	-0.1	0
40	COc1ccc(C)cc1NS(=O)(=O)c1ccc(NS(=O)(=O)c2ccc(NC(C)=O)cc2)cc1	-2	0	2	-6	0	-2	-13&4	4.1	-6
41	Cc1cc(-c2ccccc2)nc(N/N=C/c2cccnc2)n1	-1	3	0	14	-1	1	-5	-2.5	-1
42	COc1ccc(CCC(=O)Nc2cc(S(=O)(=O)N3CCOCC3)ccc2OC(C)C)cc1	/	2	3	8	/	0	0	2.4	0
43	O=C(Nc1nnc(-c2cccnc2)o1)c1ccccc1Cl	-1	0	-4	5	5	-7	-11	-0.8	-3
44	O=C(C1CCC1)N1CCc2cc(S(=O)(=O)NC3CCCc4ccccc43)ccc21 (stereo not given)	-17	1	-20	14	2	-2	-6	3.3	-2
45	O=C(CN1CCOCC1)N(c1ccccc1)c1ccc2ccccc2c1	2	1	3	5	4	-5	-2	2.3	-2
46	CC(C)n1cc(CN2CCC(n3nccc3NC(=O)Cc3ccccc3)CC2)cn1	1	0	22	2	5	1	-10	2.1	-1
47	COC(=O)c1cc(S(=O)(=O)N2CCN(c3ccccc3F)CC2)c[nH]1	1	0	13	3	1	7	-1	2.9	-2
48	CCCNC(=O)C1CC(=O)N(c2ccc(OCC)cc2)C1 (stereo not given)	7	4	-4	5	2	1	7	-0.9	1
49	COc1ccc(N(CC(=O)NCC(C)C)S(=O)(=O)c2ccccc2)cc1	3	0	-7	-5	0	8	6	-2.2	1
50	CC(=O)c1cccc(NC(=O)/C(=C\c2cccnc2)NC(=O)c2ccc(C)cc2)c1	-1	0	6	2	6	9	2	1.8	-1

# Remaining list, next part.
cpd	SMILES	Fh CTSL1 inh	GRK2 aptamer HTS	VLA-4 inh	procasp7 counter	core dimer inh	procasp3 activ	GASC-1 inh	PP5 primary	PP1 counter
51	CC(O)CNCc1ccc(-c2ccccc2)cc1 (stereo not given)	-2	0	12	-1	4	2	1	4.6	-3
52	CN1CCN(C2Cc3ccc(Cl)cc3Sc3ccc(F)cc32)CC1 (stereo not given)	2	0	27	0	-13	-4	-13	3.5	9
53	Cc1cccc(C(=O)OCC(=O)N2CC(C)OC(C)C2)c1C (stereo not given)	0	0	0	17	-1	6	10	-2.4	-4
54	Cc1cnn2c(C3CC3)ccnc12	-2	0	-2	5	-5	3	0	-1.1	2
55	Cc1ccc(Cn2c(NCCc3ccccc3)nc3c2c(=O)n(C)c(=O)n3C)cc1	-1	1	-11	7	-1	0	8	1.3	-5
56	COc1ccc(C(=O)Nc2ccc(NC(=O)c3ccccc3OC)nc2)cc1	7	0	-10	-1	6	-1	15	0.7	-3
57	O=C(Nc1ccccc1)c1nn(-c2ccccc2)c(=O)cc1C(F)(F)F	2	0	27	-2	6	-3	-9	0.1	-5
58	O=C(Nc1cccc(C(=O)O)c1)/C(=C\c1ccc2c(c1)OCO2)NC(=O)c1ccc(Br)o1	1	1	4	0	1	0	2	-0.5	-5
59	COc1ccc(C(=O)OCC(=O)NC(C)(C)C)cc1[N+](=O)[O-]	-1	2	27	1	2	-3	-2	1.4	4
60	O=C(COC(=O)c1cnccn1)Nc1cccc(F)c1	/	0	-7	14	/	-3	-101	/	/
61	COc1ccc(CNC(=O)CN(Cc2ccccc2)C(=O)c2csnn2)cc1	-1	4	13	11	-6	1	3	2.2	7
62	CSc1ccccc1NC(=O)Nc1ccc(F)c(Cl)c1	-1	0	/	3	-2	4	-9	5.8	-3
63	CCc1c(C)nc2ncnn2c1NC1CCCc2ccccc21 (stereo not given)	3	6	7	-2	-2	-1	0	-0.8	-4
64	O=C(COC(=O)/C=C/c1ccccc1[N+](=O)[O-])Nc1ccc(OC(F)F)cc1	-14	4	22	5	3	-1	-3	1.5	1
65	Cc1cc(Cl)ccc1NC(=O)CN1C(=O)CSc2ccc(S(=O)(=O)N3CCOCC3)cc21	-1	1	1	1	0	3	-7	2.6	0
66	CC1CC(=O)N(c2ccc(Br)cc2)C(=O)C1	0	0	-3	0	0	2	-26	0.4	-6
67	C/C(CC(=O)NC(C)(C)C)=N\NC(N)=S	-2	0	10	4	-4	-6	-4	0.6	-4
